CCR6 antag: antagonists of human CCR6 receptor. P51684. CHO-K1 CCR6 PathHunter beta-arrestin, luminescence, CCL20-stimulated. inhibition, % at 20 µM. 340,000 tested, 0.49% active. AID 493098;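 active means compounds whose inhibition of the agonist-driven luminescence signal at 20 µM reaches about 50%, limit read from the data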;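 further: cells stimulated with CCL20 at 14 nM final; plate controls were DMSO with CCL20 for no effect and DMSO without agonist for full effect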
APJ antag: antagonists of human APJ apelin receptor | P35414 | CHO-K1 APJ beta-arrestin complementation, luminescence | inhibition, % at 20 µM | 330,000 tested, 0.32% active;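 active means inhibition above about 40% at 20 µM, limit read from the data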;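 further: cells challenged with 10 nM apelin-13 agonist together with compound; plate controls were apelin-13 plus DMSO wells for no effect and DMSO wells lacking apelin-13 for full effect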
CXCR6 inh: inhibitors of human CXCR6 receptor. CHO-K1 PathHunter CXCR6 beta-arrestin, luminescence. 360,000 tested, 0.36% active. inhibition, % at 20 µM; in the data active means inhibition above about 34%, passing the limit was not always enough;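 further: antagonist mode with CXCL16 agonist at 10 nM final; 0% = 10 nM CXCL16 with DMSO and 100% = unstimulated wells without agonist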
UBC13 inh: blocks human UBC13 polyubiquitin chain formation; P61088; TR-FRET; inhibition, % at 20 µM; 330,000 tested, 0.47% active; AID 485273; in the data active means inhibition above about 45%, passing the limit was not always enough
Target sequence (P61088 whole entry, looked up): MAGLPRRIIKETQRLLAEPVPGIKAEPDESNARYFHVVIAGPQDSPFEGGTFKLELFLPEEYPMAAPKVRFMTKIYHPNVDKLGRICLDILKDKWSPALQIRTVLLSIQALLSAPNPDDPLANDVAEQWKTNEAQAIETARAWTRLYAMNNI
APJ ag: activates the human apelin receptor APJ. P35414. CHO-K1 APJ PathHunter beta-arrestin, luminescence; 0% DMSO wells, 100% apelin. activation, % at 20 µM. 330,000 tested, 0.11% active. AID 2520;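 active means activation more than six SD over the plate average, tested at 20 µM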;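 further: 0% = DMSO alone and 100% = apelin-13 at 10 nM; some results filed as inactive read as strong as hits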
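Test system: CHO-K1 APJ beta-arrestin complementation cell line. Amount: cell density 1000 per well. Controls: DMSO negative, 10 nM Apelin-13 positive. Signal: luminescent beta-gal fragment complementation, chemiluminescent substrate. Read-out basis: agonist-driven arrestin binding to APJ. Timing: compound stimulation 90 min at 25 °C, detection 60 min.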
ATG4B inhibitor: ATG4B (human) cysteine protease inhibition; inhibition, % at 8.33 µM; 340,000 tested, 0.51% active; ATG4B cleavage of LC3-PLA2, NBD-HPC fluorescence, 1 h; Q9Y4P1; AID 504462; in the data active means inhibition above about 40%
Target sequence (Q9Y4P1 whole entry, looked up): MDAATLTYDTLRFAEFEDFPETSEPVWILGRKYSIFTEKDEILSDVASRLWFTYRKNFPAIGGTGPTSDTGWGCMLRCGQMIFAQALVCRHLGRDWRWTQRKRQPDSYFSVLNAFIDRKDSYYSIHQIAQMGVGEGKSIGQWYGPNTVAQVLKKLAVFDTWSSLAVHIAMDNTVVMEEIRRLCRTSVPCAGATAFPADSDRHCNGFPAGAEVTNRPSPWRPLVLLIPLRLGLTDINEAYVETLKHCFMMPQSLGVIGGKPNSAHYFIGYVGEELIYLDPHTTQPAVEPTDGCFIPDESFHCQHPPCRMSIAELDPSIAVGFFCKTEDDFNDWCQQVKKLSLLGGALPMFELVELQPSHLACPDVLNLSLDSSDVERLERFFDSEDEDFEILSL
Gli-Sufu block: antagonists of Gli-Sufu signaling; Sufu-KO-LIGHT fibroblasts, Gli luciferase reporter luminescence; inhibition, % at 5 µM; 340,000 tested, 0.74% active; AID 588413;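 active means inhibition above about 55%, limit read from the data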;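 further: 0% = DMSO-treated cells and 100% = wells with medium but no cells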
EBI2 antag: blocks human EBI2 receptor beta-arrestin signaling; P32249; EBI2 beta-arrestin recruitment, luminescence, 7a,25-OHC stimulated; inhibition, % at 5 µM; 360,000 tested, 0.81% active; in the data active means inhibition above about 38%;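 further: enzyme fragment complementation signal reports receptor beta-arrestin coupling in cells; 0% = agonist plus DMSO wells and 100% = wells without agonist; some results beyond the cut were filed as inactive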
Target sequence (P32249 whole entry, looked up, the tested form may be a part): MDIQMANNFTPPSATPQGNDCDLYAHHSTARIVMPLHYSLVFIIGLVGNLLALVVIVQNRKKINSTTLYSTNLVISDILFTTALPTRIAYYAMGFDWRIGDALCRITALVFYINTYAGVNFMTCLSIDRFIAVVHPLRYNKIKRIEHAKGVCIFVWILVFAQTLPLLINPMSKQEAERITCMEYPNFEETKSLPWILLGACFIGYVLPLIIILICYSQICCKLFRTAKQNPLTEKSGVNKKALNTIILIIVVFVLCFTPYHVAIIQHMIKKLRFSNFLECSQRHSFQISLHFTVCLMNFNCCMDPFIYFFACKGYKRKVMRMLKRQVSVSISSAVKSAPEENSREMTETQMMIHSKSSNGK
* = called active by the depositor; . = not tested or not shown.

Every second line gives: APJ ag | APJ antag | Gli-Sufu block | CXCR6 inh | EBI2 antag | CCR6 antag | ATG4B inhibitor | UBC13 inh
COc1ccc(N2CCN(C(=O)COC(=O)CCc3ccccc3OC)CC2)cc1
→ -1 | 13 | -4 | -11 | 4 | 10 | -3 | -1
CC(C)[C@H](CN1CCC[C@H]1CN1C(N)=NC[C@H]1C(C)C)N1C[C@@H](Cc2ccccc2)N(CCCC2CCCC2)C1=N
→ -1 | 12 | -1 | 3 | -8 | 2 | 8 | 70*
COc1ccc(CCNC(=O)c2cc(-c3ccccn3)nc3c(Cl)cccc23)cc1OC
→ -1 | -11 | 4 | 1 | 4 | 18 | -8 | -1
CCc1nnc(NC(=O)C2Cc3ccccc3CN2S(=O)(=O)c2c(C)c(C)cc(C)c2C)s1 (stereo unspecified)
→ -4 | 9 | -3 | 6 | 9 | -1 | -1 | -11
CC(=O)c1ccc(NC(=O)CSc2nc(=O)n3cccc(C)c3n2)cc1
→ -4 | 8 | 6 | 3 | -9 | 6 | -6 | -4
Cn1c(=O)c(C(=O)CSc2nncs2)c(N)n(Cc2ccccc2)c1=O
→ 3 | 20 | 17 | 2 | -3 | 4 | -5 | 9
O=C(Nc1ccc(N2CCN(c3ccc(C(F)(F)F)cn3)CC2)nc1)c1cccs1
→ 3 | 3 | 23 | 1 | -10 | 6 | -9 | -15
O=C(NCc1ccc2c(c1)OCO2)c1ccc(-c2ccc(Cl)cc2)o1
→ 4 | -10 | 3 | 2 | -12 | 15 | -27 | 0
COc1ccc(CN2CCN(C(C)C(=O)NC(C)c3ccc(F)cc3)CC2)cc1F (stereo unspecified)
→ -5 | -19 | 4 | 7 | 4 | 11 | -10 | 1
CCOC(=O)C(C)NC(=O)CCc1nnc2ccc(N3CCC(C)CC3)nn12 (stereo unspecified)
→ -3 | -14 | -16 | 6 | 4 | 6 | -5 | -9
CC1CCCN(S(=O)(=O)c2cnc[nH]2)C1 (stereo unspecified)
→ 0 | -5 | -26 | 5 | -5 | 4 | 3 | -3
CCCCCCCCCCCCC(=O)CCCCC(=O)O
→ -3 | 13 | 4 | -4 | -11 | 6 | 2 | -3
O=S(=O)(c1ccc(OC(F)(F)F)cc1)N1CCC(O)(c2cccc(C(F)(F)F)c2)CC1
→ -1 | 3 | 7 | -20 | 2 | 9 | 1 | 0
CC(C)CC(=O)Nc1ccc(S(=O)(=O)Nc2nccs2)cc1
→ -2 | 5 | -9 | 3 | -8 | 0 | 1 | 2
Cc1ccc(NC(=S)Nc2cccc3cnccc23)cc1C
→ 3 | -56 | 15 | -17 | 30 | 2 | 6 | -48
Cc1ccc(CNC(=O)C2CCC(=O)N(C3CC3)C2)cc1 (stereo unspecified)
→ 6 | 23 | 4 | 4 | 3 | -1 | 0 | -1
CCOc1ccc2[nH]cc(C(=O)N3CCN(C4CCCCC4)CC3)c(=O)c2c1
→ 3 | 6 | -10 | 0 | 1 | 1 | -19 | 5
CC(=O)NC1(C(F)(F)F)NC(=O)N(CC(C)C)C1=O (stereo unspecified)
→ 1 | 14 | 2 | -1 | 1 | 6 | -5 | -8
NC(=O)CC(NC(=O)c1cccc(Br)c1)c1ccc(N2CCN(c3ccc(F)cc3)CC2)c([N+](=O)[O-])c1 (stereo unspecified)
→ 0 | 0 | 6 | -11 | -5 | 1 | -7 | -14
CC(C)(C)NC(=O)CN1CCC(O)(c2ccc3c(c2)OCO3)CC1
→ -2 | 11 | 11 | 1 | -2 | -14 | -3 | 0
CCOC(=O)c1ccc(S(=O)(=O)NNC(=O)c2ccc3c(c2)nc(C)n3CC)cc1
→ -4 | -2 | -9 | -2 | -10 | 4 | -9 | -1
O=S(=O)(Oc1ccccc1)c1ccc(Cl)c(Cl)c1
→ . | . | -7 | -3 | 2 | 10 | -4 | .
CC(C)CNC(=S)NNC(=O)c1nn(C)cc1Cl
→ 1 | -10 | 3 | 4 | -3 | 8 | -3 | -3
Cc1ccc(N2C(=O)CSC2c2ccc3c(c2)OCO3)cc1 (stereo unspecified)
→ 0 | -69 | -5 | 8 | -4 | 10 | -6 | 2
COc1ccc(C(=O)N/N=C/c2sc(N3CCOCC3)nc2-c2ccccc2)cc1OC
→ -1 | -15 | -3 | 2 | -9 | -10 | -8 | 11
O=S(=O)(c1ccc(N2CCOCC2)nc1)N(Cc1ccccn1)Cc1ccccn1
→ -3 | 1 | -9 | -13 | -2 | 3 | -2 | 1
C=CCOc1cccc(C2/C(=C(\O)c3ccc(F)cc3)C(=O)C(=O)N2CCN(C)C)c1 (stereo unspecified)
→ 1 | 13 | -10 | -8 | -3 | 5 | -6 | -4
Cc1ccc2cc(N)ccc2n1
→ . | . | -3 | -13 | -16 | -9 | -9 | .
CCOc1cc(/C=C2/C(=O)N(c3ccccc3)N=C2C)ccc1OC(=O)c1ccco1
→ -2 | 13 | 6 | -1 | 1 | 13 | -6 | -69
CN(C)S(=O)(=O)c1cccc(NC(=O)c2cc3ccccc3o2)c1
→ 3 | -27 | -28 | 0 | 23 | 7 | 0 | -14

Reprinted at random: 2 compounds from above
Every second line gives: APJ ag | APJ antag | Gli-Sufu block | CXCR6 inh | EBI2 antag | CCR6 antag | ATG4B inhibitor | UBC13 inh
CC(C)(C)NC(=O)CN1CCC(O)(c2ccc3c(c2)OCO3)CC1
→ -2 | 11 | 11 | 1 | -2 | -14 | -3 | 0
O=S(=O)(c1ccc(OC(F)(F)F)cc1)N1CCC(O)(c2cccc(C(F)(F)F)c2)CC1
→ -1 | 3 | 7 | -20 | 2 | 9 | 1 | 0

Remaining list, next part.
Every second line gives: APJ ag | APJ antag | Gli-Sufu block | CXCR6 inh | EBI2 antag | CCR6 antag | ATG4B inhibitor | UBC13 inh
CCOc1cc(N2CCOCC2)c(OCC)cc1NC(=O)CN1CCc2ccccc2C1
→ 0 | -20 | 12 | -4 | -1 | 8 | -12 | -9
CCOC(=O)C(C)N1C(=O)S/C(=C\c2ccc(-c3ccccc3C(=O)O)o2)C1=O (stereo unspecified)
→ -4 | 15 | 11 | 1 | -5 | 6 | 10 | 0
COc1ccc(CN2C(=O)CN=C2Nc2ccc(C)cc2C)cc1
→ 6 | 0 | 44 | -18 | -9 | 2 | -4 | 8
CCC(C)NC(=O)c1ccc(N2CC3CC(C2)c2cccc(=O)n2C3)c(NC(=O)c2ccc(Br)o2)c1 (stereo unspecified)
→ -3 | 16 | 5 | 11 | -8 | 12 | -4 | -4
C=CCNC(=S)NNC(=O)C(CCCC)CC(O)COCC(C)C (stereo unspecified)
→ 0 | 15 | -22 | 0 | 5 | 15 | -4 | 5
CC(C)N1CCC(N2CCN(Cc3ccc4nonc4c3)CC2CCO)CC1 (stereo unspecified)
→ -4 | 2 | 4 | -4 | -3 | -1 | -1 | -2
CC(NC(=O)c1ccc(NS(C)(=O)=O)cc1)c1ccccc1 (stereo unspecified)
→ 0 | 10 | -59 | -10 | -4 | -10 | -1 | 4
COc1ccc(C(=O)N/N=C/C2CC=CCC2)cc1OC (stereo unspecified)
→ -2 | -13 | 26 | 0 | -4 | 4 | -2 | -22
O=C(COC(=O)c1ccccc1-n1cnnn1)c1ccc(F)c(F)c1
→ -5 | 5 | -6 | -1 | 11 | 10 | 2 | 0
CCN(CC(=O)NC1CCS(=O)(=O)C1)S(=O)(=O)c1ccc(Cl)c(C(F)(F)F)c1 (stereo unspecified)
→ 6 | -12 | 3 | 1 | 1 | 4 | -7 | 0
CC(=O)Nc1ccc(NC(=S)NC(=O)C2CCCC2)cc1
→ -3 | -1 | -17 | 1 | -16 | -1 | -4 | -3
Cc1ccc(NCc2nnc(SCCN3CCCCC3)n2CC2CCCO2)cc1Cl (stereo unspecified)
→ -10 | 3 | 15 | 20 | 7 | 12 | -11 | 17
CC(=O)c1cccc(NC(=O)c2cnccn2)c1
→ 0 | 17 | 2 | 3 | 0 | -7 | 2 | 3
Cc1nc2c(c(C)nn2-c2ccccc2)c(C)c1CCC(=O)Nc1ccc(CN2CCCC2)cc1
→ 2 | 1 | -3 | -3 | 11 | 22 | 0 | 31
CCCCNC(=O)c1cc2nc3c(c(C(F)(F)F)n2n1)CCc1ccccc1-3
→ -4 | -1 | 3 | -4 | 15 | 25 | -15 | 40
Cc1nc(N2CCC(C)CC2)c2c(C)c(C(=O)Nc3ccc(C(F)(F)F)cc3)sc2n1
→ 2 | 8 | 14 | -20 | -10 | -5 | -10 | 42
CCN(CC)c1nc(-c2ccccc2)nc2c1sc(=S)n2CC
→ -1 | 9 | -3 | 4 | 4 | 10 | -5 | -8
ClCc1ncc(-c2ccc(Cl)cc2)o1
→ -1 | 3 | -3 | 1 | -4 | 3 | 6 | 6
O=C1/C(=C/c2ccc(Br)cc2)Oc2cc(O)ccc21
→ -4 | 21 | -43 | -4 | -25 | 7 | 3 | 2
COc1cc(/C=C/C(=O)N(C)CC(=O)Nc2ccccc2Br)cc2c1OCCO2
→ -2 | -17 | -8 | 2 | 0 | 0 | -6 | -5
Cc1csc(Sc2ccc(S(=O)(=O)N3CCCC3)cn2)n1
→ 0 | -3 | 10 | -4 | -21 | 8 | -12 | 0
COc1ccccc1NC(C)C(=O)N/N=C/c1cccs1 (stereo unspecified)
→ -3 | -13 | -9 | -4 | 4 | 14 | -8 | 2
CC1c2[nH]c3ccccc3c2CCN1S(C)(=O)=O (stereo unspecified)
→ -4 | -3 | 4 | -7 | -1 | 5 | -4 | 2
Cc1cc(C)cc(NC(=O)Nc2cc(S(=O)(=O)N(C)C)ccc2C)c1
→ 2 | 17 | -12 | 0 | 12 | 8 | -9 | -15
C=CCOc1c(Br)cc(CNc2ccc(NC(=O)C(C)C)c(OC)c2)cc1OCC
→ -1 | -40 | 7 | -11 | -7 | -5 | 39 | 2
O=C1NC2=C(C(=O)CCC2)C(c2ccccc2Cl)N1 (stereo unspecified)
→ -1 | 10 | -2 | -9 | -1 | -2 | 7 | 4
CCOC(=O)c1c(C)[nH]c2cc(Br)c(O)cc12
→ 0 | -4 | 6 | -3 | 0 | 1 | -13 | 3
CC1=NN(c2ccc(Cl)c(C(=O)O)c2)C(=O)/C1=C\c1ccc(-c2ccc(C(=O)O)cc2)o1
→ . | . | -11 | 17 | 14 | 32 | 10 | .
O=C(N/N=C/c1ccccc1Cl)c1[nH]c2ccc(Br)cc2c1-c1ccccc1
→ -4 | 1 | 68* | 11 | 16 | 6 | 8 | -7
COc1ccc(N2CCN(C(CNC(=O)C3CCCCC3)c3cccnc3)CC2)cc1 (stereo unspecified)
→ -2 | 17 | -6 | 2 | -7 | 1 | -2 | 4
NC(=O)c1ccc(Oc2ccc3c(c2)CCC3)c([N+](=O)[O-])c1
→ 0 | -5 | 9 | -10 | 8 | 14 | 80* | -9
CNc1ccc(S(=O)(=O)NC)cc1[N+](=O)[O-]
→ -3 | 23 | 4 | 2 | -5 | 12 | 2 | -8
O=C(NCc1ccc(F)cc1)C1(c2cccs2)CCOCC1
→ 0 | -1 | 7 | -2 | -5 | 2 | 3 | 8
CCc1ccc(/C=C(\C#N)C(=O)NC2CCS(=O)(=O)C2)cc1 (stereo unspecified)
→ 1 | 3 | -16 | -11 | -6 | 5 | 9 | -7
Fc1cccc(/C=N/Nc2nc3ccccc3[nH]2)c1
→ 1 | -17 | -13 | . | . | 9 | 16 | -7
Cc1cc(NC(=O)Cn2c(=O)c3c(ncn3CC(C)C)n(Cc3ccccc3)c2=O)no1
→ 1 | 10 | -9 | 5 | -2 | 9 | -5 | -10
O=C1CCC[C@@H]2C[C@@]3(C[C@@H]4CCN1[C@H]24)Nc1cc(Cl)c(Cl)cc1NC3=NCc1ccccc1
→ . | . | 6 | -7 | 7 | 4 | -20 | .
CC(=O)N1c2ccc(S(=O)(=O)NCCC(=O)Nc3ccccc3C)cc2CC1C (stereo unspecified)
→ -4 | 7 | -27 | -3 | -10 | 4 | -10 | -4

Screening data from PubChem BioAssay.

Random draw from the library. Share with any hit: about 3%.
